Assay outcomes from PubChem BioAssay.
CBFb-RUNX1 inh: qHTS Assay for Compounds Blocking the Interaction Between CBF-beta and RUNX1 for the Treatment of Acute Myeloid Leukemia; AlphaScreen CBFb-His/RUNX1-biotin binding, biochemical; Potency, µM (series often up to 59.8 µM), for inactives: at the highest dose activity, negative = inhibition, usual class: inhibitors; 230,000 tested, under 10 active; note: % of control where 0% means no effect
Target sequence (Q01196 whole entry, looked up): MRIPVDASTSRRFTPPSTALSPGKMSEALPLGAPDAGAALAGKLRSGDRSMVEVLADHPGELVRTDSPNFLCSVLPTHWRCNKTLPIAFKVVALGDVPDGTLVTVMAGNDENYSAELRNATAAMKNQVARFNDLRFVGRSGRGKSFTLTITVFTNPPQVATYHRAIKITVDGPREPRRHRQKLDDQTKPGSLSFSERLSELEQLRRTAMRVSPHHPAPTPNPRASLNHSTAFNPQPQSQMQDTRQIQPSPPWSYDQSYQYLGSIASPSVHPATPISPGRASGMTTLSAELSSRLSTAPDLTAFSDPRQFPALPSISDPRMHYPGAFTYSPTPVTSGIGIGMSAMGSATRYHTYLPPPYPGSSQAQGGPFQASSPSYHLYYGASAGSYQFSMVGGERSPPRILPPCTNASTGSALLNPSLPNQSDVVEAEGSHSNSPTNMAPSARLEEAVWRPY
Target sequence (Q13951 whole entry, looked up): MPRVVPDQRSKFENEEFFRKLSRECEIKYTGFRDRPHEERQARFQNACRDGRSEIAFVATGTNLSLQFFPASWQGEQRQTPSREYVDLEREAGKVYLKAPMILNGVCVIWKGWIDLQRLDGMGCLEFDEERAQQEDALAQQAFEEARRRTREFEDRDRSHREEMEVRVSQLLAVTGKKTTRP
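His-tagged CBF-beta and biotinylated RUNX1 (30 nM each) were premixed 20 min at room temperature, exposed to compound for 15 min, then given nickel-chelate and streptavidin AlphaScreen beads (50 ng each). After 90 min, AlphaScreen signal was read.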
aGal spleen mod: qHTS Assay for Inhibitors and Activators of Human alpha-Galactosidase From Spleen Homogenate | Alpha-galactosidase A (Homo sapiens), P06280 | human spleen homogenate, 4MU-alpha-Gal fluorescence, 40 min | Potency, µM (top dose mostly 80 µM), without a hit: at the top dose activity change, negative = inhibition, actives largely listed as inhibitors | hit rate 0.008% among 240,000;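 note: potency is the fitted concentration of half-maximal effect; 0% = enzyme with vehicle and -100% = no enzyme basal signal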
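Inhibition or activation of alpha-galactosidase in human spleen homogenate is scored by 4-MU fluorescence after 40 min at 37C, pH 5.0, with 1 mM substrate. AC50s come from concentration-response fitted to the Hill equation.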
Epigenetic derep: Quantitative High-Throughput Screen for Regulators of Epigenetic Control; murine LDR cells, GFP reporter derepression, 30 h; AID 1865, 2009; Potency, µM (series often up to 53.9 µM), inactives show at the highest dose GFP activation, usual class: activators; hit rate 0.2% among 280,000; note: potency is the fitted concentration of half-maximal effect; % of control where 0% means no effect; nearly all actives have a fitted effect of over 60% in size
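Murine LDR cells carrying a silenced, genomically integrated CMV-driven GFP reporter were exposed to compound for 30 hours at 37 C. After PBS washes, GFP-positive cells (20–120 um objects) were counted by laser-scanning microplate cytometry.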
IMPase Li cell: qHTS Assay for Identifying the Cell-Membrane Permeable IMPase Inhibitors: Potentiation with Lithium. CHO-M1 cells, IP1 TR-FRET (IP-One), carbachol + lithium. Potency, µM (titrated, usually from 59.4 µM), inactives show at the highest dose activity, negative = IMPase inhibition, hits mostly inhibitors. hit rate 0.35% among 210,000;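 note: IP1 builds up when IMPase is blocked and the TR-FRET signal falls; potency is the fitted concentration of half-maximal effect; plate controls were basal vehicle for no effect and high inhibitor control for full effect; nearly all actives have a fitted effect of over 50% in size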
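Lithium-sensitised IP1 accumulation assay; M1-expressing CHO cells treated 30 min at 37C with compound. Competitive antibody detection by time-resolved FRET followed a 10 min room-temperature lysis step.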
Luc counter: Counterscreen for Luciferase (Kinase-Glo TM) Inhibition. Luciferin 4-monooxygenase (Photuris pensylvanica), Q27757. Kinase-Glo luciferase, ATP luminescence, 8 min. Potency, µM (titrated, usually from 38.3 µM), inactives show at the top dose activity change, negative = inhibition, hits mostly inhibitors. hit rate 0.28% among 200,000; note: potency is the fitted concentration of half-maximal effect; % is set by controls: 0 for no effect and ±100 for the full control effect; nearly all actives have a fitted effect of over 60% in size
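Kinase-Glo luciferase light output from ATP and luciferin was measured with 10 uM ATP, within the enzyme's linear range. Buffer: 50 mM imidazole pH 7.2, 50 mM KCl, 7 mM MgCl2, 0.01% Tween 20, 0.05% BSA; luminescence read after 8 min at ambient temperature.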
NPSR antagonist: qHTS Assay for Antagonists of the Neuropeptide S Receptor: cAMP Signal Transduction | CHO-NPSR cells, cAMP TR-FRET, antagonist mode | Potency, µM (doses to about 38.3 µM), for the others: at the highest dose activity change, negative = inhibition, most hits filed as inhibitors | hit rate 1% among 220,000 | Q6W5P4 | AID 1461, 2008; note: potency is the fitted concentration of half-maximal effect; % is set by controls: 0 for no effect and ±100 for the full control effect; nearly all actives have a fitted effect of over 50% in size; many of its hits are not listed in these tables
Target sequence (Q6W5P4 whole entry, looked up): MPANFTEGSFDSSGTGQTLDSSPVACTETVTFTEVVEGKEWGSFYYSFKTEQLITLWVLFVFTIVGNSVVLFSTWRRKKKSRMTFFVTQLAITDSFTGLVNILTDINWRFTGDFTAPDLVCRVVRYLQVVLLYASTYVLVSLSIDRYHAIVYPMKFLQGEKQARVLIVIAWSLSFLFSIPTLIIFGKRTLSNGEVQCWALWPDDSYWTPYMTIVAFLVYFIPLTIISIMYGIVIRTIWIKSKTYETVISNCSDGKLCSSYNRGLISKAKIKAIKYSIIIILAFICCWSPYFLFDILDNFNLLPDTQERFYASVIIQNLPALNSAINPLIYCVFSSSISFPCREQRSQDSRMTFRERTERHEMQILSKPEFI
Lamin A splicing: qHTS Assay for Modulators of Lamin A Splicing; AID 1487, 2009; Potency, µM (series often up to 46.1 µM), for the others: top-dose ratio change, negative = inhibition, actives largely listed as inhibitors; HeLa LMNA splicing GFP/RFP minigene ratio, 48 h; hit rate 0.01% among 200,000; active = well fitted inhibition curve with a large enough effect in the signal ratio, with a control signal flat, not every such curve was filed as active; inconclusive = small, poorly fitted or top-dose-only effect, or effect the other way, or a change in a side signal; the % refers to the signal ratio; note: potency is the fitted concentration of half-maximal effect; % is set by controls: 0 for no effect and ±100 for the full control effect
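Read-out is the ratio of GFP to DsRed2 object intensity, acquired by 488 nm laser-scanning cytometry on HeLa lamin A-EGFP minigene reporter cells. Compound incubation 48 hrs at 37 °C in Opti-MEM with 2% FBS; DMSO 0.5% final.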
The depositor's hits bear a star; ? = inconclusive; . = not tested or not shown; & = joins results of further samples; [ ] = remark or other dose. Unless noted, calls come from the whole dose curve; as a rule, active = well fitted curve in the direction sought with a large enough effect; inconclusive = small, poorly fitted or top-dose-only effect, or another doubt; inactive = no such curve, though single readings can be large; an effect the other way counts as inactive or inconclusive. Not all compounds are listed; the hit share may differ from the screen's.

Values run as follows: CBFb-RUNX1 inh	aGal spleen mod	Epigenetic derep	IMPase Li cell	Luc counter	NPSR antagonist	Lamin A splicing
- CN(C)CCNC(=O)c1cc2c(=O)n(C)c3ccccc3c2n1C
  -8%	-6%	-2.6%	16%[38.3 µM]	13%	-12%[46.1 µM]	-7%
- Fc1c(F)c(C(F)(F)F)c(F)c(F)c1N1CCN(c2ccc3nnc(C(F)(F)F)n3n2)CC1
  2%	-4%	0.2%	7%[38.3 µM]	-5%	-4%[46.1 µM]	1%
- CC[C@@H](C)CN1C(=O)N[C@@H](c2ccccc2)C(C(C)=O)=C1C
  11%[13.1 µM]	14%[17.5 µM]	.	7%	0%[7.66 µM]	.	3%[9.22 µM]
- C=CC(COCc1ccccc1)N(Cc1ccccc1)S(=O)(=O)c1ccccc1Br (stereo not given)
  ?	1%&9%	1.3%	.	.	-58%	.
- CCOCCCNC(=O)C(NC(=O)c1ccc(NC(C)=O)cc1)c1ccc(Cl)cc1 (stereo not given)
  11%	-4%	-1.1%	0%	3%	17%	-11%
- O=C(c1ccccc1F)N1CCc2ccccc21
  -1%	6%	0.0%	3%[38.3 µM]	-1%	-7%[46.1 µM]	12%
- O=S(=O)(/N=C(/Nc1ccc(F)cc1F)c1ccccc1)c1ccccc1
  -6%	7%	0.0%	-1%	-2%	16%	4%
- O=C(O)c1cn(-c2ccc(F)cc2)c(=O)c2ccccc12
  1%	-1%	-0.9%[10.1 µM]	0%	2%	-12%	?
- c1ccc(NCC2OCc3ccccc3CO2)cc1
  -12%	9%	0.0%	0%	-3%	0%	-8%
- Cc1[nH]c(=O)c(C#N)c(C)c1Br
  8%	0%	0.9%	25%[38.3 µM]	3%	13%[46.1 µM]	4%
- COc1ccc(OC)c(N2Cc3cc(C)c(C)cc3C2)c1
  -17%	-5%	0.0%	3%	-2%	-6%[46.1 µM]	-9%
- COc1ccc(-n2c(Cc3cc(=O)[nH]c(=O)[nH]3)nnc2SCC(=O)N2CCCC2)cc1
  3%	-4%	0.7%	21%[38.3 µM]	16%	-6%[46.1 µM]	3%
- O=c1c(-c2ccccc2)nc2cncnc2n1Cc1ccc(F)cc1
  .	1%	.	11%	-2%	.	.
- COc1ccc2[nH]cc(CCNc3ncnc4ccc(-c5ccccc5CN(C)C)cc34)c2c1
  .	1%	-1.7%	7%	2%	.	-2%
- CC(C)CCN1CCN(Cc2cccn2-c2ccc(Cl)cn2)CC1CCO (stereo not given)
  16%	-2%	-0.2%	10%	.	-10%	.
- COc1ccc(C(=O)NC(C)c2nc3ccccc3n2C)cc1OC (stereo not given)
  -3%	-8%	0.9%	16%[38.3 µM]	-1%	10%[46.1 µM]	11%
- Cn1cccc1C(=O)NC(=O)COC(=O)c1cc([N+](=O)[O-])ccc1Cl
  -4%	2%	-0.1%	17%	-3%	-16%	.
- COc1cccc(-c2nc(CS(=O)(=O)CC(=O)Nc3cccc(C)c3C)c(C)o2)c1
  6%	-1%	-0.8%	34%[38.3 µM]	5%	-15%[46.1 µM]	-14%
- Cn1cnc2cc(NC(=O)c3cccs3)ccc21
  3%	8%	0.1%	4%	-15%	-9%	.
- COc1cc2c(cc1NC(=O)c1ccc(C)c([N+](=O)[O-])c1)oc1ccccc12
  0%	-3%	4.2%	-6%	2%	-11%	?

The list continues:
Values run as follows: CBFb-RUNX1 inh	aGal spleen mod	Epigenetic derep	IMPase Li cell	Luc counter	NPSR antagonist	Lamin A splicing
- CCCCn1c(SCC(=O)N2CC(C)CC(C)C2)nc2cc(S(N)(=O)=O)ccc21 (stereo not given)
  0%	2%	0.8%	-11%[38.3 µM]	-2%	?	1%
- CN(C)c1ncc2nc(-c3cccs3)c(=O)n(CCc3ccccc3)c2n1
  .	-13%	.	-1%	.	.	9%
- COc1ccc(N2C(=O)CC(NNC(=O)c3ccco3)C2=O)cc1 (stereo not given)
  8%	2%	1.2%	2%	3%	15%	?
- COc1ccc(CCNC(=O)COc2ncnc3ccccc23)cc1OC
  -8%	-5%	-1.4%	3%	4%	-3%	?
- O=c1c(-c2cccc(F)c2)nc2cncnc2n1-c1ccccc1
  .	2%	.	9%	1%	.	.
- CC(C)N(Cc1nnc(-c2ccccc2Cl)o1)C(=O)c1cccc(C#N)c1
  6%	8%	-0.9%	0%[38.3 µM]	0%	-16%[46.1 µM]	4%
- COC(=O)c1ccc(S(=O)(=O)N(C2CCCCC2)C2CCCCC2)n1C
  -5%	-2%	0.1%	.	.	?	.
- COc1ccc2[nH]cc(CCNc3ccnc(-c4ccccc4C(F)(F)F)n3)c2c1
  .	4%	.	12%	.	.	?
- Cn1cc(C(=O)Nc2ccc(F)c(F)c2)cn1
  3%	-12%	-0.2%	-2%[38.3 µM]	-4%	-7%[46.1 µM]	-9%
- COc1ccccc1OCCOCCOc1c(C)cc(C)cc1Br
  ?	5%	3.0%	11%	0%	-13%	?
- O=C(COC(=O)/C=C/c1ccco1)NCc1ccccc1Cl
  -3%	2%	3.3%	3%	0%	-22%	.
- COc1cccc(-c2nc(=S)c3c(n2Cc2ccco2)CCCC3)c1
  2%	0%	-1.1%	29%[38.3 µM]	2%	-20%[46.1 µM]	?
- CN(C)c1ccc(NC(=S)N(CCc2ccccc2)C2CC(=O)N(c3c(Cl)cccc3Cl)C2=O)cc1 (stereo not given)
  ?	4%	-0.7%	-5%[38.3 µM]	1%	-19%[46.1 µM]	1%
- C=C(C)CN1CCN(S(=O)(=O)c2ccc(C)c(N(C)S(=O)(=O)c3ccc(C)cc3)c2C)CC1
  -4%	-6%	-0.9%	14%	2%	-37%	?
- CCOc1ccc(NC(=O)C(c2ccccn2)N(C(=O)CCl)c2ccc(OC)cc2)cc1 (stereo not given)
  -19%	14%	0.0%	21%	-3%	1%[46.1 µM]	2%
- CC(C)(Oc1ccc([C@@H]2CC2(Cl)Cl)cc1)C(=O)O
  5%[21.7 µM]	-4%[29.1 µM]	-1.4%[16.9 µM]	6%	2%[17.1 µM]	.	?
- COc1ccc(OC)c(-n2c(-c3ccccc3)n[nH]c2=S)c1
  1%	1%	2.9%	11%[38.3 µM]	16%	-3%[46.1 µM]	8%
- O=C(Nc1ncc([N+](=O)[O-])s1)c1cccc([N+](=O)[O-])c1
  -7%	-17%	-0.9%	.	.	5µM*	.
- O=C(CCN1C(=O)c2ccccc2C1=O)NC(=S)Nc1cccc(Cl)c1
  -2%	4%	-0.3%	0%[38.3 µM]	-6%	-21%[46.1 µM]	11%
- Cc1onc(-c2c(Cl)cccc2Cl)c1C(=O)NC(C)(C)CO
  5%	0%	0.0%	7%[38.3 µM]	1%	-17%[46.1 µM]	5%

More compounds follow.
Values run as follows: CBFb-RUNX1 inh	aGal spleen mod	Epigenetic derep	IMPase Li cell	Luc counter	NPSR antagonist	Lamin A splicing
- Cc1[nH]c(=O)c(C(=O)/C=C/c2ccccc2F)c2c1CCCC2
  0%	0%	-1.1%	-11%[38.3 µM]	-1%	-9%[46.1 µM]	?
- CN(Cc1ccc(O)cc1)C1CCCCC1
  10%	-1%	-0.6%	-14%[38.3 µM]	-2%	0%[46.1 µM]	5%
- O=C(Cc1ccccc1)NCCc1ccc(Cl)cc1Cl
  5%	-1%	-1.3%	6%	-2%	-11%	-9%
- CCOc1ccccc1N1CCN(C(=O)COc2ccc3c(C)cc(=O)oc3c2)CC1
  7%	5%	-1.4%	8%	5%	-15%	-7%[46 µM]
- Cc1ccccc1NC(=O)CSC1=NCCN1
  1%	7%	6.6%	-1%	0%	4%[46.1 µM]	10%
- COc1ccc(C2NC(=O)NC(O)(C(F)(F)F)C2C(=O)c2ccc(C)cc2)cc1 (stereo not given)
  -3%	1%	-3.5%	.	.	-11%[46.1 µM]	2%
- Cc1ccc(C)c(NC(=O)/C(C#N)=C/c2ccc(Sc3nncn3C)c([N+](=O)[O-])c2)c1
  10%	-18%	-1.1%	11%	1%	-5%	-5%
- O=C(c1ccco1)N1CCC2(CC1)CN(c1ncccn1)C2
  .	-9%	.	-29%	-6%	.	.
- COc1ccccc1C1CC(=O)Nc2c1c(=O)n(C)c(=O)n2C (stereo not given)
  -1%	5%	0.8%	1%[38.3 µM]	1%	-6%[46.1 µM]	1%
- O=C(O)c1ccc(Cl)c(S(=O)(=O)Nc2cccc(C(=O)Nc3cccc(C(F)(F)F)c3)c2)c1
  2%	1%	-1.6%	-10%	5%	-10%	.
- CCCC12CN(C(=O)c3ccc([N+](=O)[O-])cc3)CC(C)(CN(C(=O)c3ccc([N+](=O)[O-])cc3)C1)C2=O
  5%	3%	-0.3%	.	.	5%[7.67 µM]	.
- Cc1cccc(C)c1OCC(O)Cn1nnc2ccccc21 (stereo not given)
  -1%	-25%	-2.3%	?	-1%	?	7%
- COC(=O)c1[nH]c2c(c1C)C(=O)CCC2
  0%	-16%	1.3%	-11%[38.3 µM]	-3%	-3%[46.1 µM]	6%
- CCCn1nnc(NC(=O)Cc2ccc(Cl)cc2)n1
  5%	-3%	0.0%	4%	-1%	8%[46.1 µM]	-10%
- Cc1cc(=O)n2[nH]c(-c3ccc(F)cc3)cc2n1
  ?	-9%	1.2%	-4%[38.3 µM]	-2%	6%[46.1 µM]	-1%
- C=CCN1C=C2C(=O)C(C)(OC(=O)C3CCCC3)C(=O)C=C2C=C1c1ccsc1 (stereo not given)
  ?	-2%[17.5 µM]	-1.2%	10%	-4%[7.66 µM]	-1%	15%[9.22 µM]
- Cc1ccc(S(=O)(=O)NCc2csc(C)n2)c(C)c1
  4%	3%	0.0%	2%[38.3 µM]	1%	4%[46.1 µM]	0%
- C/C(=N\NC(=O)CC1(C)OCCO1)c1cccs1
  -1%	2%	-1.3%	3%	-4%	9%	-1%
- COc1cc(C2CC(=O)c3c(ccc4ccccc34)N2)ccc1O (stereo not given)
  -3%	-1%	-0.9%	.	.	-6%[46.1 µM]	-14%
- COc1ccc(CC(=O)NNc2ncnc3c2cnn3C)cc1OC
  3%	0%	0.0%	-4%	2%	8%	?
